High-throughput results as filed in PubChem.
Rab9 prom act = activators of Rab9 promoter; Huh7 Rab9 promoter-luciferase reporter, luminescence, 24 h; Potency, µM (highest dose often 9.22 µM), without a hit: top-dose activation, negative = inhibition, usual class: activators; 320,000 compounds, 2.8% hits; AID 485297; further: potency means the concentration at half of the fitted maximal effect; % of control where 0% means no effect; nearly all actives have a fitted effect of over 60% in size
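Huh7 reporter line, Rab9 promoter upstream of luciferase. Compound exposure 24 h at 37 °C in reduced-serum medium with 10% FBS. Read-out: luminescence.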
Tb PFK block = blocks T. brucei phosphofructokinase | O15648 | T. brucei PFK, ADP-Glo luminescence | Potency, µM (series often up to 57.5 µM), for the others: top-dose activity, negative = inhibition, hits mostly inhibitors | 330,000 compounds, 0.17% hits;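 further: potency means the concentration at half of the fitted maximal effect; 0% = uninhibited 1x PFK enzyme wells and -100% = no-enzyme wells; nearly all actives have a fitted effect of over 60% in size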
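PFK 1.25 nM, F6P 0.5 mM, ATP 0.1 mM, 0.1 M TEA pH 8.0, 5 mM MgCl2, 0.01% Tween20, 0.1% BSA; 45 min RT. ADP-Glo readout. qHTS titration up to 57 uM; curves fitted, compounds curve-classed.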
KCNH2 3.1 block = inhibitors of human KCNH2 3.1 potassium channel isoform; activity change, % (tested at about 1.8 µM); U2OS KCNH2 3.1, thallium flux FluxOr; active compounds read low; 340,000 compounds, 0.95% hits;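 active means maximum activity change below -70%; inconclusive means maximum activity change from -70% to -50%; inactive means maximum activity change above -50%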;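 further: thallium influx rate constant from kinetic fluorescence after stimulation buffer; on the % scale 0 is the no-effect control and ±100 the full control effect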
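We transduce U2OS cells with the mutant 3.1 virus, culture them overnight, load FluxOr with Red40 quencher for 45 min, then add stimulation buffer and read kinetically for 2 min to derive a normalized rate constant.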
ELG1 genotoxic = induces genotoxicity in HEK293T cells with luciferase-tagged ELG1; HEK293T ELG1-luciferase reporter, luminescence, 16 h; Potency, µM (doses to about 46 µM), without a hit: at the highest dose activity change, positive = activation, hits mostly activators; 330,000 compounds, 1.3% hits; further: potency means the concentration at half of the fitted maximal effect; % of control where 0% means no effect; nearly all actives have a fitted effect of over 60% in size
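Cells (2,000/well) expressing the ELG1-luciferase fusion are dosed by pin tool and kept 16 hr at 37 °C, 5% CO2. Signal comes from ONE-Glo luciferase reagent after 30 min at room temperature.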
NPC1 promoter act = NPC1 promoter activation; Huh7 NPC1 promoter luciferase reporter, 24 h; Potency, µM (highest dose often 9.22 µM), for the others: top-dose activation, actives largely listed as activators; 320,000 compounds, 2.4% hits; AID 485313;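 further: potency means the concentration at half of the fitted maximal effect; % of control where 0% means no effect; nearly all actives have a fitted effect of over 60% in size; reporter is driven by a mutant NPC1 promoter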
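Huh7 cells stably carrying NPC1 promoter–luciferase, plated in Opti-MEM with 10% FBS for 2 h, were exposed to compound in DMSO for 24 h at 37 °C; luciferase reagent was added for 10 min and luminescence read.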
RORgamma inh = inhibitors of mouse ROR gamma transcriptional activity | AID 2551 | 310,000 compounds, 5.4% hits | Drosophila S2 Gal4-RORgamma UAS-luciferase reporter, 20 h | Potency, µM (top dose mostly 53.6 µM), without a hit: top-dose activity change, negative = inhibition, most hits filed as inhibitors | P51450; further: potency means the concentration at half of the fitted maximal effect; on the % scale 0 is the no-effect control and ±100 the full control effect; nearly all actives have a fitted effect of over 60% in size
Target sequence (P51450 whole entry, looked up, the tested form may be a part): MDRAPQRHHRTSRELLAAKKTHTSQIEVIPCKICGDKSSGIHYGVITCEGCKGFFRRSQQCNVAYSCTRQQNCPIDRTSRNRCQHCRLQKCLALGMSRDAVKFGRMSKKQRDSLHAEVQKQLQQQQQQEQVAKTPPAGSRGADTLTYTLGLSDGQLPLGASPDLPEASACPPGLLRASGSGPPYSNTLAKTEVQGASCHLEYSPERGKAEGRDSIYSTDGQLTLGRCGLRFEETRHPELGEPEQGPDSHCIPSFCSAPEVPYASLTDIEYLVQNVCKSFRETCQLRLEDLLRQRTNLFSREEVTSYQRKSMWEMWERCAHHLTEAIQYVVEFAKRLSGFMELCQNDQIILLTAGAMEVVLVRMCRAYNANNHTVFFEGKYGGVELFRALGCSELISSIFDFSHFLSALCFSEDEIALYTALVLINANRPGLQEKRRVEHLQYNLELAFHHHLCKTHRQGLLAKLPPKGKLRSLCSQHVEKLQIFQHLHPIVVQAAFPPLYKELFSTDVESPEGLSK
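Stable Schneider cell line, Gal4 DNA-binding domain fused to ROR gamma, UAS-luciferase. Cmpd 1 hr RT → CuSO4 700 uM final → 20 hr RT → luciferase reagent 10 min → luminescence.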
FBPA coupling cs = counter-screen for Giardia aldolase inhibitors: coupling enzyme system. coupling enzyme system counterscreen, AmpLite Red fluorescence. activity change, negative = inhibition, % at 58.2 µM, hits read low. 290,000 compounds, 0.67% hits; in the data active means activity change below about -30%; further: on the % scale 0 is the no-effect control and ±100 the full control effect
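Coupling enzymes only (glyceraldehyde-3-phosphate) + compound, at 57.5 uM final, 10 min RT; add substrate/coupling/AmpLite Red mix, 20 min RT; fluorescence ex 525/em 598 nm. Actives flag coupling-system interference.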
Giardia killer = kills Giardia lamblia. Giardia lamblia trophozoite viability. activity change, % at 7.66 µM, hits read low. 340,000 compounds, 0.15% hits; in the data active means activity change below about -80%; inconclusive means between about -30% and that limit;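 further: parasites exposed to compound for two days anaerobically before the ATP read; on the % scale 0 is the no-effect control and ±100 the full control effect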
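Media and compound were dispensed first, then trophozoites at 100 cells/well; plates sat 48 hrs at 37 deg C without oxygen before ATP luminescence reagent was added and read after 15-30 min at room temperature.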
uPA generation = cell surface uPA generation inhibition. AID 540303. Potency, µM (top dose mostly 38.3 µM), inactives show at the top dose activity change, negative = inhibition, actives largely listed as inhibitors. cell surface uPA generation assay, qHTS. 330,000 compounds, 0.31% hits; active means well fitted inhibition curve with a large enough effect; inconclusive means small, poorly fitted or top-dose-only effect; inactive means no such curve, though single readings can be large or run the other way; tested in mouse RAW 264.7 cells; further: potency means the concentration at half of the fitted maximal effect; on the % scale 0 is the no-effect control and ±100 the full control effect; nearly all actives have a fitted effect of over 55% in size
FLuc counter = firefly luciferase modulation, counter-screen for miR-21 project; purified FLuc, Km substrates, luminescence inhibition; Potency, µM (series often up to 57.5 µM), inactives show top-dose activity change, negative = inhibition, most hits filed as inhibitors; 360,000 compounds, 6.9% hits; AID 588342;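 further: potency means the concentration at half of the fitted maximal effect; plate controls were vehicle for no effect and reference inhibitor for full effect; nearly all actives have a fitted effect of over 55% in size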
Target sequence (P08659 whole entry, looked up): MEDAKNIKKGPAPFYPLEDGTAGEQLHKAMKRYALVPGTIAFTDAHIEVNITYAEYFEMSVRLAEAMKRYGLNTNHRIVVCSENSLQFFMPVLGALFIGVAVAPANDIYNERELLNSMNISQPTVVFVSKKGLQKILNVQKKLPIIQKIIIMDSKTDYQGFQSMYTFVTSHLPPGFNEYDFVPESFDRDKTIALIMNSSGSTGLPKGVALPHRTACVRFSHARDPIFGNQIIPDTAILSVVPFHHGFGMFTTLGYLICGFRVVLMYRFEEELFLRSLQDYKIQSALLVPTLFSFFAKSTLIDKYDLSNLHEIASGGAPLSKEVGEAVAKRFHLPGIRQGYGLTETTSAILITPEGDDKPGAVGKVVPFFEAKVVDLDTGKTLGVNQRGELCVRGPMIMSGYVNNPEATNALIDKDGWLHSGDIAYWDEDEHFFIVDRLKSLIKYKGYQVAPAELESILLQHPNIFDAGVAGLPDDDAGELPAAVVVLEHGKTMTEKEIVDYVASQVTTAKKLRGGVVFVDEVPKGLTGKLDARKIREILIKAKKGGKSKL
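Biochemical qHTS of compounds, final roughly 60 µM downward over six points, against 10 nM purified firefly luciferase using Km concentrations of substrates (10 uM D-luciferin, 10 uM ATP) in Tris acetate pH 7.5 buffer; luminescence output.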
Gal4-VP16 FLuc = inhibits Gal4-VP16 luciferase reporter, ROR gamma counter-screen | Drosophila S2 Gal4-VP16 UAS-luciferase, luminescence, 20 h | Potency, µM (highest dose often 53.6 µM), inactives show at the top dose activity, negative = inhibition, actives largely listed as inhibitors | 310,000 compounds, 3.5% hits;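 further: Gal4-VP16 expression switched on by copper sulfate through the metallothionein promoter; potency means the concentration at half of the fitted maximal effect; on the % scale 0 is the no-effect control and ±100 the full control effect; nearly all actives have a fitted effect of over 50% in size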
Active calls of the source: *; ? = inconclusive; . = no result given; & = joins results of further samples; [ ] = remark or other dose. Unless noted, the call rests on the fitted dose curve; in most records, active means well fitted curve in the direction sought with a large enough effect; inconclusive means small, poorly fitted or top-dose-only effect, or another doubt; inactive means no such curve, though single readings can be large; an effect the other way counts as inactive or inconclusive. These rows are one share of the data. The share of hits here may be higher or lower than overall.

SMILES	Rab9 prom act	Tb PFK block	KCNH2 3.1 block	ELG1 genotoxic	NPC1 promoter act	RORgamma inh	FBPA coupling cs	Giardia killer	uPA generation	FLuc counter	Gal4-VP16 FLuc
COc1ccccc1N1CCN(Cc2cccc(OC)c2O)CC1	-13.1%	-0.5%	-17.6	-7.0%	-0.3%	-9.6%	0.8	3.2	3.8%	0.4%	1.7%
Cc1c(C=O)c2ccccc2n1Cc1ccccc1	-8.3%	-6.1%	2.8	1.2%	-1.3%	-21.9%	0.5	-8.1	-1.4%	2.0%	-3.5%
COc1ccc2c(c1O)[C@]13CCN(C)[C@H](C2)[C@@H]1CCC(=O)C3	-2.4%	-3.8%	5.4	-1.9%	-7.3%	1.6%	-10.1	-2.8	5.1%	-0.7%	-0.2%
Cc1cccn2c(=O)c3c(nc12)N1CCC(Cc2ccccc2)CC1C1(C3)C(=O)N(C)C(=O)N(C)C1=O (configuration not stated)	-3.0%	0.9%	-4.2	-16.9%	-1.0%	-4.8%	-18.2	-12.1	0.8%	3.2%	6.4%
c1ccc(C2OCCN3CCCCC23)cc1 (configuration not stated)	-2.4%	-5.2%	3.3	-1.4%	-0.7%	11.6%	-12.5	-0.8	-4.5%	1.9%	-14.3%
COc1cc2c(cc1O)[C@@H]1Cc3ccc(OC)c(O)c3CN1CC2	-14.5%	-5.6%	6.3	-18.2%	-14.7%	.	.	8.9	4.47µM*	-4.6%	.
c1ccc(SSc2ccccc2)cc1	-2.6%	-9.6%	5.5	2.2%	-1.8%	-26.9%	5.5	6.5	-29.8%	?	-20.8%
O=C(N/N=C/c1c(O)n(C2CC2)c(=S)[nH]c1=O)c1ccccc1O	?	0.0%	4.3	11.0%	?	5.62µM*	5.4	-4.7	1.2%	15.1µM*	7.08µM*
COC(=O)[C@]12C(=O)C(C)=C(O)[C@@]1(C)C(C)=CC1[C@@]34CC[C@@H](OC(C)=O)C(C)(C)C3C(C[C@]12C)OC4=O (some centres not stated)	0.0%	0.3%	11.1	0.1%	-2.9%	?	3.6	11.4	-14.4%	-1.4%	-5.5%
C=CP(=O)(O)c1ccccc1	-4.0%	3.1%	3.3	15.6%	-2.9%	-9.1%	0.2	-12.3	5.6%	6.2%	-4.0%
CCOC(=O)c1[nH]c(C)c(C(=O)N2CCC3(CC2)OCCO3)c1C	0.7%	1.9%	8.6	2.0%	-2.3%	-1.0%	2.4	3.2	.	9.1%	2.4%
CN1CCC2(CC1)CC(NC=O)c1ccccc1O2 (configuration not stated)	-0.4%	4.5%	-7.0	-1.1%	-13.4%	13.3%	-0.3	-9.9	4.9%	-2.3%	-16.8%
CCN(CC)c1ccc(/C=C2\C(=O)NC(=O)N(CC3CCCO3)C2=O)cc1 (configuration not stated)	-12.0%	-12.3%	11.8	8.1%	0.6%	5.7%	2.0	-8.8	-2.9%	?	-14.6%
CC(=O)[C@@]1(O)CC[C@H]2[C@@H]3CC=C4C[C@@H](O)CC[C@]4(C)[C@H]3CC[C@@]21C	-2.7%	-5.9%	-13.6	0.5%	-7.2%	-1.4%	4.6	15.0	18.3%	2.5%	-10.9%
CCCCCCN=C(C)c1c(O)n(CCCC)c(=O)[nH]c1=O	-5.9%	-2.2%	1.1	-2.7%	2.2%	-28.0%	5.1	-10.1	-7.3%	4.1%	5.1%
CC12CCC3C(CCC4C/C(=N/O)CCC43C)C1CCC2O (configuration not stated)	-6.3%	-4.7%	7.1	-0.2%	0.1%	-14.7%	6.3	6.6	-14.8%	-1.6%	?
CN(C)c1ccc(P(=S)(N(C)C)N(C)C)cc1	-5.5%	0.1%	14.1	-4.9%	9.2%	?	0.7	-16.5	.	0.8%	1.7%
CCOC(=O)C1=C(N)OC2=C(C(=O)CCC2)C12C(=O)N1c3c(ccc(C)c32)C(C)=CC1(C)C (configuration not stated)	-4.8%	-0.3%	-12.4	-1.2%	-4.6%	25.9%	0.0	-11.1	1.1%	9.6%	3.3%
C=C(CO)CC1CC(O)[C@]2(C)OC3CC4OC5C[C@]6(C)O[C@]7(C)CCC8OC9C[C@]%10(C)OC%11C(C)=CC(=O)OC%11CC%10OC9C[C@@H](C)C8OC7CC6O[C@]5(C)C/C=C\C4OC3CC2O1 (some centres not stated)	-11.2%	1.4%	5.6	-11.4%	-2.6%	-15.5%	-1.5	-6.6	9.9%	1.3%	-5.1%
Cc1cccc(CCNCc2cc3cccc(C)c3[nH]c2=O)c1	-8.6%	0.0%	-1.7	-14.0%	2.7%	?	-0.4	7.2	3.9%	3.7%	7.94µM*
OC1(c2ccccc2)CCNC2CCCCC21 (configuration not stated)	-1.5%	-4.3%	-3.2	0.8%	-0.3%	-28.8%	-0.9	22.8	3.9%	6.0%	13.4%
C#CCN1CCN(c2ccc(F)cc2)CC1	-7.1%	2.4%	-11.6	-2.5%	1.6%	10.2%	-1.7	-10.2	-1.1%	4.2%	0.1%
CN1C(=O)N(C)C(=O)C(CCc2ccccn2)(CCc2ccccn2)C1=O	3.9%	2.5%	-1.1	0.2%	0.7%	1.5%	2.2	-17.4	1.8%	-4.0%	-11.6%
Cc1cc2oc(=O)cc(-c3cc4ccccc4o3)c2cc1OC(=O)N(C)C	-4.6%	0.0%	16.4	1.1%	-13.4%	-18.8%	.	-28.0	1.0%	2.4%	-6.0%
CC(C)Oc1ccc(CC2(CCc3ccncc3)C(=O)NC(=O)NC2=O)cc1	-7.8%	2.0%	3.8	-9.1%	3.0%	33.0%	3.3	17.0	0.8%	-2.4%	-6.6%
O=C(O)c1ccccc1Nc1cccc(C(F)(F)F)c1	-10.7%	-5.3%	7.1	-0.2%	1.2%	40.7%	15.4&27.3&1.7	1.2	4.6%	15.1µM*	?
CCCCC/C(=N/O)c1c(C)[nH]c2ccccc12	2.1%	2.1%	21.0	-2.7%	1.3%	-3.8%	-0.1	-12.0	2.5%	6.4%	-3.6%
Cc1cc(/C=C2/C(=O)NC(=O)N(C)C2=O)c(C)n1-c1ccccc1	-3.3%	-2.2%	1.7	-0.6%	-1.3%	-2.9%	1.6	4.0	-0.5%	1.07µM*	-2.7%[10 µM]
COc1cccc(-n2nc(C(=O)N3CCC4(CC3)OCCO4)c3ccccc3c2=O)c1	-2.5%	-0.8%	9.3	-5.6%	0.3%	-9.3%	-3.9	5.7	-0.1%	-1.4%	-0.2%
O=c1[nH]cc(COCC(F)(F)C(F)(F)C(F)(F)F)c(=O)[nH]1	-9.4%	2.8%	.	-2.7%	1.0%	13.4%	1.9	-25.6	2.7%	3.2%	-7.3%
CCCCn1c(=O)c(C(=O)Nc2ccccc2S(N)(=O)=O)c(O)c2ccccc21	6.3%	-3.2%	-19.3	-12.3%	-5.2%	33.9%	0.8	-4.0	.	-0.7%	?
CCOP(=S)(OCC)Oc1nc(Cl)c(Cl)cc1Cl	-6.1%	0.2%	16.9	-0.3%	0.2%	38.0%&28.8%	1.1	10.7	-19.7%	5.8%	-1.2%&14.5%
CC(NC(=O)Oc1ccccc1)C(c1cccs1)N1CCOCC1 (configuration not stated)	0.6%	1.5%	-6.2	0.0%	-2.3%	-25.2%	-0.9	-1.3	4.4%	0.5%	-10.1%
CSC(=Nc1ccccc1)c1c(O)n(C)c(=O)n(C)c1=O	-3.3%	7.1%	-0.5	-9.7%	12.2%	?	-5.8	3.4	-21.8%	-1.1%	-10.8%
CCC(=NC(C)c1ccccc1)c1c(O)n(C)c(=O)n(C)c1=O (configuration not stated)	-30.0%[inhibitor]	-7.3%	29.2	0.8%	-14.7%	?	3.5	-3.0	-10.6%	1.3%	12.6µM*
CNCC(O)c1ccc(O)cc1 (configuration not stated)	1.6%[46.1 µM]	-10.3%	4.7	2.3%	6.4%[46.1 µM]	-7.5%&22.1%	-1.0	0.3	-5.3%	1.8%	-1.3%&-14.5%
O=C1C(=O)c2ccccc2-c2ccccc21	-33.5%[inhibitor]	5.7%	-13.2	-22.9%	-46.3%[inhibitor]	2µM*	-81.6*	?	?	-9.3%	3.16µM*
CN(C)C1(CNC(=O)c2ccc(Cl)c(S(=O)(=O)NCc3ccco3)c2)CCCCC1	-5.1%	4.7%	-2.7	0.0%	-3.6%	27.0%	-2.7	3.0	0.0%	-0.7%	6.7%
O=C1N(c2ccc(Cl)c(Cl)c2)CN(Cc2ccccc2)CN1n1cnnc1	3.7%	26.9µM*	-19.5	-3.7%	-5.6%	-36.0%	-0.6	-13.8	-1.5%	-0.8%	0.8%
COC(=O)c1ccccc1N=Cc1c(O)[nH]c(=S)[nH]c1=O	-1.5%	-3.7%	2.5	0.3%	-24.2%	12.8%	2.9	16.3	4.1%	-3.0%	3.0%
O=C(c1cccc(N2CCCC2=O)c1)N1CCC2(CC1)OCCO2	10.1%	-4.1%	9.8	7.9%	2.9%	-1.3%	2.6	3.2	-4.9%	-1.9%	-3.0%
